NOD1 NF-kB reporter = inhibition of NOD1-driven NF-kB reporter – cell-based, luminescence, uHTS, primary screen (AID 1578). inhibition, % at 4 µM, or EC50 in µM where a hit was titrated. actives 1% (n = 290,000). NOD1-driven NF-kB luciferase reporter cells, luminescence; higher % means a stronger effect; in the data active = inhibition mostly above about 36%, no sharp cut-off; inactive = mostly below about 34%;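 note: HEK-293T reporter cells stimulated with the NOD1 agonist gamma-tri-DAP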
KOR beta-arrestin-1 = kappa opioid receptor blockers – cell-based, luminescence, uHTS (AID 1778). KOR beta-arrestin recruitment, luminescence, antagonist mode; higher % means a stronger effect. inhibition, % at 10 µM; hits with a dose series show IC50 in µM. actives 0.091% (n = 290,000); note: strong numbers were not always called active
GPR55 activation = selective activators of receptor GPR55 – imaging, U2OS cells, beta-arrestin-GFP redistribution, primary screen (AID 1961) | actives 0.048% (n = 290,000) | activation, % at 10 µM; hits with a dose series show EC50 in µM | U2OS GPR55 beta-arrestin-GFP redistribution imaging; higher % means a stronger effect;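 active = activation above 40% with more than 50 cells counted in the well; inconclusive = wells holding fewer than 50 cells, flagged as toxic or sparse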;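 note: U2OS osteosarcoma cells stably expressing GPR55 and beta-arrestin-GFP; plate controls were DMSO negative control for no effect and LPI positive control for full effect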
HIV fusion peptide = cell-free HIV fusion peptide-binding blockers – biochemical, uHTS, fluorescence dequenching, primary screen (AID 1986); inhibition, % at 20 µM, or IC50 in µM where a hit was titrated; actives 0.3% (n = 290,000); cell-free peptide binding, fluorescence dequenching, 30 min; higher % means a stronger effect; in the data active = inhibition mostly above about 52%, no sharp cut-off; inactive = mostly below about 76%; note: some results filed as inactive read as strong as hits
Large T inhibition = SV40 large T antigen inhibitors, biochemical (AID 1903). inhibition, % at 20 µM, or IC50 in µM where a hit was titrated. SV40 large T antigen ATPase/helicase inhibition assay; higher % means a stronger effect. actives 0.39% (n = 310,000); in the data active = a potency from the dose series; inconclusive = inhibition mostly from about 32% at the one dose, without a potency; inactive = the rest, 99 in 100 with inhibition below about 32%; note: strong numbers were not always called active
Rac1 GTP hydrolysis = MgcRacGAP GTPase-activating activity inhibitors, confirmation, biochemical, ADP Hunter fluorescence; MgcRacGAP-stimulated Rac1 GTP hydrolysis, ADP Hunter fluorescence; higher % means a stronger effect; GST-tagged Rac1 F28L mutant substrate; inhibition, % at 30 µM, or IC50 in µM where a hit was titrated; AID 624330; actives 0.6% (n = 340,000);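 active = first-screen hits whose inhibition reached a set limit at any dose in the follow-up dose series; inconclusive = inhibition above the set first-screen limit but never retested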;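 note: fluorescence reports GDP produced by GAP-driven GTP hydrolysis; strong numbers were not always called active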
NOD2 inhibition = inhibition of NOD2-driven NF-kB reporter – cell-based, luminescence, uHTS, HEK293 (AID 1566). inhibition, % at 4 µM, or EC50 in µM where a hit was titrated. actives 0.63% (n = 290,000). HEK293 NOD2/NF-kB luciferase reporter, luminescence; higher % means a stronger effect; note: many of its hits are not listed in these tables
GPR55 LPI antagonism = GPR55 antagonists blocking LPI-driven arrestin recruitment, primary screen, imaging, U2OS, beta-arrestin-GFP, LPI agonist (AID 2013); U2OS GPR55 beta-arrestin-GFP translocation imaging, LPI antagonism; higher % means a stronger effect; one-dose inhibition, % at 10 µM; IC50 in µM for titrated hits; actives 0.13% (n = 290,000);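 active = spots per cell inhibited over 60%, with over 100 cells counted and total cytoplasm intensity under 500,000; inconclusive = wells with under 100 cells, flagged as likely toxic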;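 note: U2OS cells stably carrying GPR55 and arrestin-GFP stimulated by 5 µM LPI near EC80; imaged beta-arrestin-GFP aggregate spots per cell after agonist stimulation; plate controls were LPI-stimulated DMSO wells for no effect and DMSO wells without LPI for full effect; some results filed as inactive read as strong as hits; confirmed hits need IC50 under 10 µM and bright autofluorescent wells are also inconclusive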
KOR beta-arrestin-2 = KOR agonists, beta-arrestin recruitment, primary screen, cell-based, luminescence, uHTS (AID 1777) | KOR beta-arrestin recruitment, luminescence; higher % means a stronger effect | actives 0.02% (n = 280,000) | activation, % at 10 µM; hits with a dose series show EC50 in µM; in the data active = activation above about 50%, passing the limit was not always enough; note: a part of the inactive calls stands beside numbers as strong as those of hits
* = called active by the depositor; ? = inconclusive; nt = not tested or not shown; [ ] = remark or other dose. Cut-off read from the data, not from the text of the source, unless noted: active = inhibition above about 50%; inactive = the rest. The list is partial (hit frequency here may not be typical).

Screens by letter: A = NOD1 NF-kB reporter; B = KOR beta-arrestin-1; C = GPR55 activation; D = HIV fusion peptide; E = Large T inhibition; F = Rac1 GTP hydrolysis; G = NOD2 inhibition; H = GPR55 LPI antagonism; I = KOR beta-arrestin-2
COc1ccc(C2(CCN)CC(C)N(C)CC2C)cc1 (stereo not drawn)
  A: -19%; B: -3%; C: -0.1%; D: -0.4%; E: 17%; F: 9%; G: -7%; H: -11%; I: 7.1%

Cc1c(Cl)cccc1NC(=S)N1CCN(Cc2ccc3c(c2)OCO3)CC1
  A: -19%; B: 24%; C: 0.9%; D: -2.0%; E: 7%; F: 9%; G: 17%; H: -26%; I: -1.8%

COc1cccc(C(=O)N(CN2CCCC2=O)c2cccc(Cl)c2)c1OC
  A: 7%; B: -46%; C: 0.7%; D: -1.9%; E: 1%; F: 1%; G: 2%; H: -6%; I: 2.5%

C=CCc1cc(Cl)ccc1OCCCNC(C)CC (stereo not drawn)
  A: -14%; B: 8%; C: 0.1%; D: -1.4%; E: 10%; F: 17%; G: -1%; H: 23%; I: 0.2%

NS(=O)(=O)c1ccc(NC(=O)CN2CCCC2)cc1
  A: 17%; B: 3%; C: -0.2%; D: 0.4%; E: 12%; F: -3%; G: -1%; H: -5%; I: 7.8%

CC1(C)Cc2ccccc2-c2nnc(-c3ccccc3)n21
  A: -12%; B: 5%; C: 0.0%; D: -1.8%; E: -2%; F: 6%; G: 0%; H: -3%; I: 2.6%

Cc1ccc(OCCCC(=O)NCc2ccco2)c(C)c1
  A: -28%; B: -16%; C: 0.2%; D: 0.2%; E: 12%; F: nt; G: 12%; H: -16%; I: -4.9%

Cc1ccc(O)c(NC(=O)c2ccc3c(c2)C(=O)N(CC(C)C)C3=O)c1
  A: -24%; B: -24%[20 µM]; C: -0.2%; D: -1.9%; E: 4%; F: -9%; G: -15%; H: 1%; I: -3.5%

CC(=O)c1cc2c(cc1NC(=O)CN1CCCCC1C)OCO2 (stereo not drawn)
  A: 5%; B: 10%; C: -0.1%; D: -2.2%; E: 9%; F: 17%; G: 12%; H: -2%; I: -5.8%

Cc1ccc(S(=O)(=O)N2CC3(C)CN(S(=O)(=O)c4ccc(C)cc4)CC(C)(C2)C3=O)cc1
  A: 3%; B: -8%; C: 0.0%; D: 1.4%; E: 0%; F: 0%; G: 4%; H: 11%; I: 3.4%

O=C(Nc1cccc(F)c1)C1CCCN1S(=O)(=O)c1cccc2cccnc12 (stereo not drawn)
  A: -3%; B: -4%; C: -0.1%; D: 2.3%; E: 9%; F: 1%; G: 4%; H: -2%; I: 6.0%

COc1ccc([N+](=O)[O-])cc1NC(=O)CSc1nncn1-c1ccccc1
  A: -19%; B: 2%; C: -0.2%; D: 2.4%; E: -1%; F: 11%; G: 0%; H: 5%; I: -2.2%

CCNC(=O)NC(=O)COC(=O)c1ccccc1SCC(=O)NC(=O)NCC
  A: -26%; B: -16%; C: -0.1%; D: -1.0%; E: ?; F: 18%; G: -73%; H: -16%; I: -8.0%

Cc1cc(=O)oc2cc(NC(=O)c3cccc(S(=O)(=O)N(C)C)c3)ccc12
  A: -106%; B: 0%; C: -0.1%; D: 1.4%; E: 24%; F: 10%; G: -57%; H: -17%; I: -4.1%

CCOc1ccccc1OC(=O)CN1C(=O)c2ccccc2C1=O
  A: -27%; B: -9%[20 µM]; C: 0.9%; D: 1.3%; E: 5%; F: 7%; G: -1%; H: -24%; I: -4.0%

Clc1ccc(CSc2snnc2-c2ccccc2)c(Cl)c1
  A: -8%; B: -18%; C: -0.2%; D: -3.3%; E: 5%; F: 6%; G: 11%; H: 4%; I: -2.6%

FC(F)(F)c1ccc(CSc2ccccn2)cc1
  A: -6%; B: -8%; C: 0.2%; D: 1.3%; E: 8%; F: -10%; G: 6%; H: 0%; I: 2.9%

CCC(C)c1ccc(NC(=S)NCCn2cc(Cl)cn2)cc1 (stereo not drawn)
  A: -50%; B: -8%; C: -0.1%; D: 0.5%; E: 8%; F: 11%; G: -16%; H: -8%; I: 2.1%

CSc1nc2ccsc2c(=O)n1-c1ccccc1
  A: -12%; B: -10%; C: 0.1%; D: -1.4%; E: 9%; F: 2%; G: 16%; H: 3%; I: -1.5%

CC1=CCC2C(=O)N(c3ccc(C)cc3)C(=O)C2C1 (stereo not drawn)
  A: -19%; B: 7%; C: -0.1%; D: 1.0%; E: 0%; F: -6%; G: 2%; H: 0%; I: 75%

COC(=O)Nc1ccc(S(=O)(=O)N2CCN(c3ccc(F)cc3)CC2)cc1
  A: -4%; B: 22%; C: -0.1%; D: 1.2%; E: 3%; F: 10%; G: -14%; H: -2%; I: 1.5%

CCOC(=O)c1c(NC(=O)CSc2ncn[nH]2)sc(C(C)=O)c1C
  A: -5%; B: 0%; C: -0.1%; D: 1.2%; E: 26%; F: 14%; G: 12%; H: 1%; I: -6.8%

O=C(NCCCN1CCN(Cc2ccccc2)CC1)C1CCN(S(=O)(=O)N2CCCC2)CC1
  A: -11%; B: -7%; C: 0.0%; D: -2.1%; E: 8%; F: -1%; G: 12%; H: 12%; I: 0.3%

O=C(NCCCO)c1nc2ccccc2s1
  A: -19%; B: 17%; C: -0.1%; D: 1.3%; E: 10%; F: 3%; G: -2%; H: -1%; I: -5.6%

COc1ccc(/C(C)=N/NC(=O)c2cc(-c3cccnc3)nc3ccccc23)cc1
  A: -31%; B: -12%; C: -0.2%; D: -0.7%; E: 9%; F: 13%; G: 5%; H: 1%; I: -3.6%

Next records follow.
Screens by letter: A = NOD1 NF-kB reporter; B = KOR beta-arrestin-1; C = GPR55 activation; D = HIV fusion peptide; E = Large T inhibition; F = Rac1 GTP hydrolysis; G = NOD2 inhibition; H = GPR55 LPI antagonism; I = KOR beta-arrestin-2
CS(=O)(=O)N1CCC(C(=O)N2CCc3ccccc3C2)CC1
  A: -7%; B: 7%; C: -0.1%; D: 0.0%; E: 10%; F: 6%; G: -23%; H: 25%; I: 5.2%

Cc1cc(C)c[n+](-c2[nH]c(=O)sc2/C=N/NC([S-])=Nc2ccccc2)c1
  A: -17%; B: 16%; C: -0.2%; D: 18%; E: 23%; F: 12%; G: 3%; H: 4%; I: -6.1%

S=C(NCc1cccs1)Nc1ccc(Br)cc1Cl
  A: -20%; B: 11%; C: -0.1%; D: 0.6%; E: -2%; F: 4%; G: -23%; H: 9%; I: -4.3%

CCOC(=O)C1(CCOc2ccccc2)CCN(Cc2cccc(F)c2)CC1
  A: 18%; B: -20%[20 µM]; C: -0.3%; D: -1.9%; E: -1%; F: 7%; G: -51%; H: 27%; I: -5.7%

NS(=O)(=O)c1cccc(NC(=O)CCCNC(=O)c2ccc(Cl)cc2)c1
  A: -28%; B: -21%; C: -0.2%; D: -0.2%; E: 7%; F: -4%; G: -12%; H: 7%; I: 0.7%

O=C(c1cc(-c2ccccc2)nc2ccccc12)N1CCOCC1
  A: -15%; B: -42%; C: -0.3%; D: 0.5%; E: 22%; F: 4%; G: 25%; H: 10%; I: -10%

Cc1nc([N+](=O)[O-])c(SCC(O)CCl)n1Cc1ccc(Cl)cc1 (stereo not drawn)
  A: 2%; B: -8%[20 µM]; C: 0.0%; D: 1.3%; E: -3%; F: 8%; G: 30%; H: 23%; I: -9.9%

CCOC(=O)C1CCN(Cc2cc(C(C)(C)C)c(O)c(C(C)(C)C)c2)CC1
  A: 44%*; B: 1%; C: 0.5%; D: -1.0%; E: 2%; F: -17%; G: 27%; H: 5%; I: 3.5%

CC1CCN(CCCNc2cc(NCCO)c([N+](=O)[O-])c3nonc23)CC1
  A: -6%; B: 7%; C: -0.1%; D: 2.0%; E: 5%; F: 3%; G: 11%; H: 6%; I: -3.7%

COc1ccc(N(C(=O)c2snc(C(N)=O)c2N)C(C(=O)NC2CCCC2)c2ccc(OC)c(OC)c2)cc1 (stereo not drawn)
  A: 10%; B: 3%; C: 0.0%; D: 0.1%; E: -1%; F: 6%; G: -2%; H: 1%; I: -4.3%

Cc1ccc(CCNC(=O)c2cccc(N3CCCC3=O)c2)cc1
  A: -28%; B: -24%; C: -0.1%; D: -1.0%; E: 3%; F: 11%; G: 1%; H: 3%; I: -1.7%

O=C(Nc1nnc(SCC(=O)N2CCCCC2)s1)c1c(F)cccc1F
  A: -14%; B: -46%; C: 0.0%; D: 0.1%; E: 3%; F: 4%; G: 9%; H: -5%; I: 1.6%

O=C(O/N=C/c1ccc2c(c1)OCO2)c1ccccc1Cl
  A: 7%; B: -24%; C: 0.0%; D: -4.1%; E: -5%; F: nt; G: -14%; H: 0%; I: 2.2%

CC(O)c1nc2ccccc2n1CC(=O)Nc1ccc(F)cc1Cl (stereo not drawn)
  A: -26%; B: nt; C: 0.2%; D: -0.3%; E: 16%; F: 2%; G: 5%; H: 20%; I: nt

COc1ccc(N2CCN(S(=O)(=O)c3ccc(-c4cnc(C5CC5)o4)cc3)CC2)cc1
  A: -18%; B: -24%; C: -0.1%; D: -1.3%; E: 13%; F: 10%; G: 14%; H: 5%; I: 13%

Cc1ccc(C)c2nc3sc(C(=O)O)cc3cc12
  A: -13%; B: 23%; C: -0.2%; D: 4.3%; E: 4%; F: nt; G: 16%; H: -15%; I: -5.8%

O=C(C=C1CCN(c2ncc(C(F)(F)F)cc2Cl)CC1)NNC(=O)Nc1ccc(Cl)cc1
  A: -37%; B: -27%; C: -0.2%; D: -2.3%; E: 0%; F: 7%; G: 16%; H: 1%; I: -2.2%

O=C(O)c1ccc(CSCc2ccco2)cc1
  A: -23%; B: 2%; C: -0.1%; D: 1.9%; E: 3%; F: 13%; G: -7%; H: -4%; I: 0.0%

CCCC(C)NS(=O)(=O)c1ccccc1 (stereo not drawn)
  A: -11%; B: -18%; C: -0.2%; D: 0.4%; E: -8%; F: 0%; G: 5%; H: -1%; I: -1.9%

C=CCNC(=O)CSc1nc2sc3c(c2c(=O)n1CCCOC)CCC3
  A: -14%; B: 3%; C: -0.2%; D: 0.1%; E: 17%; F: 3%; G: 5%; H: 4%; I: -2.1%

Cc1cc(C)cc(NC(=S)Nc2ccccn2)c1
  A: 0%; B: -8%; C: -0.1%; D: -0.1%; E: 11%; F: -1%; G: 3%; H: -4%; I: 7.0%

CCOCCCNC(=O)C(c1ccc(Cl)cc1)N1CCN(c2ccccc2)CC1 (stereo not drawn)
  A: 1%; B: 34%; C: -0.2%; D: -1.1%; E: 10%; F: 1%; G: -1%; H: 2%; I: 2.4%

O=C(CCSCCC(=O)NCc1ccccc1)NCc1ccccc1
  A: -8%; B: 8%; C: -0.1%; D: 0.5%; E: 7%; F: 8%; G: -7%; H: 11%; I: -0.2%

Some entries already given with just KOR beta-arrestin-2.
molecule | KOR beta-arrestin-2
Cc1nc([N+](=O)[O-])c(SCC(O)CCl)n1Cc1ccc(Cl)cc1 (stereo not drawn) | -9.9%
CCOC(=O)C1CCN(Cc2cc(C(C)(C)C)c(O)c(C(C)(C)C)c2)CC1 | 3.5%

Screening data from PubChem BioAssay.
